Screens (PubChem)
CHRM1 antagonist – antagonists of human M1 muscarinic receptor; P11229; CHO-K1 hM1, Fluo-8 calcium fluorescence, ACh EC80 antagonist; inhibition, % at 3 µM; 360,000 compounds, 1.3% hits; AID 588852;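 active = percent inhibition above its own plate's cutoff, namely the mean of that plate's compound wells plus 3 SD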;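 also: peak over basal fluorescence ratio during 140 s after agonist addition; 0% = ACh EC80 plus DMSO and 100% = DMSO alone without agonist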
Target sequence (P11229 whole entry, looked up): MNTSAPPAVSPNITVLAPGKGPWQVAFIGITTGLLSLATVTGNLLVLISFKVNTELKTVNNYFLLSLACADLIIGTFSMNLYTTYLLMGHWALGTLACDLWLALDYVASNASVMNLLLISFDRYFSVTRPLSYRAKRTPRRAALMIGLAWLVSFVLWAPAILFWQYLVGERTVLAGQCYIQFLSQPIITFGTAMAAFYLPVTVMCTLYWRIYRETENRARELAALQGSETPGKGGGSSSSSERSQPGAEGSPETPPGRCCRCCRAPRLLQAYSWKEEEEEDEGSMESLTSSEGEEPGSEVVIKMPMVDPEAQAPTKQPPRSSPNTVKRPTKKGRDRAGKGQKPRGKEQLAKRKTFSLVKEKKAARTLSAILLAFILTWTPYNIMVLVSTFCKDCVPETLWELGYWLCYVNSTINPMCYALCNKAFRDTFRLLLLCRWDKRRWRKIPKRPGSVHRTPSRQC
CHO-K1 Ca antag – counter-screen for M1 antagonists: effect in parental CHO-K1 cells. 360,000 compounds, 0.6% hits. inhibition, % at 3 µM. AID 602250. ATP-induced calcium, Fluo-8 fluorescence;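 active = inhibition above a per-plate cutoff, the plate's mean sample inhibition plus 3 SD, cut at about 24% in these data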;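 also: 0% = DMSO plus EC80 ATP and 100% = DMSO alone without ATP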
CHO parental Ca – signal in parental CHO cells, OX1R antagonist counter-screen | inhibition, % at 5.6 µM | 330,000 compounds, 0.63% hits | parental CHO-K1, ATP-induced calcium, Fluo-8 fluorescence | AID 463079;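 active = inhibition above that plate's mean sample inhibition plus 3 SD, cut at about 26% in these data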;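 also: 0% = ATP-challenged DMSO wells and 100% = DMSO wells without ATP; some compounds past the cut are filed as inactive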
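Measured by: calcium-sensitive Fluo-8 fluorescence / Test system: CHO parental line / Controls: ATP-challenged DMSO wells low, unchallenged DMSO wells high / Measure: % inhibition / Compound: single nominal dose of 5.6 µM per compound / Replicates: single well per compound, no replicates / Reagent: ATP as calcium-mobilizing challenge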
M1 ag parental – nonselective activator or artifact in parental CHO-K1 cells. Fluo-8 calcium fluorescence; scaled to maximal ATP response, vehicle zero. activation, % at 3 µM. 360,000 compounds, 0.48% hits. AID 602248; in the data active = activation above about 15%;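 also: untransfected CHO-K1 host cells lacking M1 receptor as counterscreen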
TAAR1 agonist – human TAAR1 agonism. 360,000 compounds, 0.99% hits. AID 624467. CHO RD-HGA16 TAAR1, Fluo-8 calcium fluorescence; vehicle wells 0%, saturating PEA agonist 100%. activation, % at 3 µM;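 active = activation above the mean activation of all test compounds in the run plus 3 SD, cut at about 38% in these data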
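Test system: RD-HGA16 (CHO) cells co-expressing Gα16 and hTAAR1 / Benchmarks: DMSO vehicle as 0%, PEA at EC100 as 100% / Repeats: no replicates (n 1) / Measure: % activation from peak over basal fluorescence ratio, DMSO-to-PEA scaled / Timing: 17-24 h plating, Fluo-8 75 min 37 °C, 30 min RT / Technique: kinetic Fluo-8 calcium fluorescence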
CHRM1 agonist – human M1 muscarinic receptor agonism | P11229 | CHO-K1 hM1, Fluo-8 calcium fluorescence, agonist mode; 0% DMSO, 100% acetylcholine EC100 | activation, % at 3 µM | 360,000 compounds, 0.33% hits;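 active = activation above the run's mean compound activation plus 3 SD, cut at about 16% in these data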;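 also: peak over basal fluorescence ratio within a 140 s kinetic read after compound addition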
CHO-K1 Ca PAM – nonselective activator or artifact in parental CHO-K1 calcium assay; 360,000 compounds, 0.02% hits; AID 602247; ATP EC20, Fluo-8 calcium fluorescence; 0% at ATP EC20, 100% at ATP max; activation, % at 3 µM;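 active = activation above the run cutoff, the mean activation of all test compounds plus 3 SD, cut at about 40% in these data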;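 also: peak over basal fluorescence ratio in a 140 s read after ATP addition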
TAAR1 antagonist – human TAAR1 antagonism | Q96RJ0 | CHO RD-HGA16 TAAR1, Fluo-8 calcium fluorescence, antagonist | inhibition, % at 3 µM | 360,000 compounds, 1.5% hits;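 active = inhibition above a per-plate cutoff, the mean inhibition of test compounds on that plate plus 3 SD, cut at about 49% in these data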;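 also: 0% = DMSO plus EC80 beta-PEA response and 100% = DMSO alone without agonist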
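Test system: hTAAR1-expressing CHO RD-HGA16 cells, Gα16-coupled; Probe or stimulus: EC80 β-phenethylamine stimulus; Compound dosing: single nominal final test compound concentration of 3 µM; Timing: 140 s kinetic read after compound, 140 s after agonist; Signal: Fluo-8 calcium-sensitive fluorescence; Measure: % inhibition of agonist calcium response; Controls: DMSO and EC80 PEA controls.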
OXTR potentiate – potentiators of human oxytocin receptor | P30559 | 320,000 compounds, 0.061% hits | AID 2445 | CHO-OTR cells, Fluo-8 calcium fluorescence, potentiator mode; 0% = oxytocin EC15, 100% = EC100 | activation, % at 3 µM;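 active = activation above that plate's cutoff, the mean activation of tested compounds plus 3 SD, cut at about 6.6% in these data, passing the limit was not always enough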;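 also: 100% uses oxytocin at 75 nM as the full agonist control; some results filed as inactive read as strong as hits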
Target sequence (P30559 whole entry, looked up): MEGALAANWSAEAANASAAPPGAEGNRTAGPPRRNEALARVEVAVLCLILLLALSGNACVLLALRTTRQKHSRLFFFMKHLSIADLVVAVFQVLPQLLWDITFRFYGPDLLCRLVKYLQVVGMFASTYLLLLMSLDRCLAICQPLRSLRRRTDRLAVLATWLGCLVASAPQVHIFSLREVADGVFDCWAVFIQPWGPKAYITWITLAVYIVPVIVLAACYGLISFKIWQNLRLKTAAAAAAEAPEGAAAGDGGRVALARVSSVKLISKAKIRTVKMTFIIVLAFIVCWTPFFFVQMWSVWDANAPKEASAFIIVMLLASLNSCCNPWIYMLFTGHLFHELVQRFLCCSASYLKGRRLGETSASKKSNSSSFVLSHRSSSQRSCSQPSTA
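Assay system: CHO cell line stably expressing human OTR. Reagent: EC15 oxytocin agonist. Dosing: single dose, 3.0 µM nominal final compound concentration. Timing: compound 6 min at room temperature before oxytocin, 100 s read. Signal: kinetic Fluo-8 calcium fluorescence. Controls: oxytocin EC15 low and EC100 high.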
The depositor's hits bear a star; nt = no result given. Hits appear at their usual frequency; 4.2% or so of the library scored in one or more.

SMILES	CHRM1 antagonist	CHO-K1 Ca antag	CHO parental Ca	M1 ag parental	TAAR1 agonist	CHRM1 agonist	CHO-K1 Ca PAM	TAAR1 antagonist	OXTR potentiate
CCN1CCN(c2cc(C)c3cc(NC(=S)N4CCN(c5ccc(F)cc5)CC4)ccc3n2)CC1	-1	-17	-15	1.4	4	-4	20	5	0
COc1ccc(CCNCCC(=O)Nc2c(C)cc(C)cc2C)cc1OC	-2	-13	-17	0.7	2	-6	15	-28	-6
CCCNC(=O)OCC12CC3CC(CC(C3)C1)C2	-4	-1	-11	0.1	33	-7	6	-27	3
CCCC(=O)NCc1nc2ccccc2n1CC(=O)c1ccccc1	5	6	1	0.3	0	-6	15	1	-3
O=C1CCN(CCc2ccccc2)CCN1[C@H](CO)c1ccccc1	0	-1	-5	0.0	14	-10	0	4	-8
Cc1ccc(C)c(OCC(=O)NCC(C)C)c1C	-13	6	-16	-0.1	1	-7	-3	-16	3
Cc1nnc(SCC(=O)NCCN2C(=O)CSC2=O)n1-c1ccccc1	5	-18	-1	0.3	0	-1	25	-24	2
C=C(C)Cn1c(=O)c2c(nc3n2CC(C)CN3Cc2ccccc2)n(C)c1=O (stereo not drawn)	0	-3	-25	1.0	14	-9	0	-30	-3
COc1ccc(NC(=O)C2Cc3c(-c4cccc(F)c4)ccnc3O2)cc1 (stereo not drawn)	-9	-6	nt	1.1	-1	0	0	-4	nt
Cc1ccc(S(=O)(=O)N2CCC(=O)N(C(COC(=O)Nc3ccccc3)Cc3ccccc3)CC2)cc1 (stereo not drawn)	7	-5	-10	0.2	15	-4	-7	24	-6
CC(=O)NC(Cc1ccc(F)cc1)C(=O)NC1CCN(c2nnnn2-c2ccccc2)CC1 (stereo not drawn)	0	-2	-4	3.1	7	-4	4	-1	-3
COc1cc(-c2ccc3oc(-c4cccc(C)c4)c(C#CC4(O)CCCCC4)c3c2)cc(OC)c1OC	2	8	-22	-0.3	0	1	-3	-7	-5
CCCn1c(N)c(C(=O)COC(=O)CCNS(=O)(=O)c2ccccc2F)c(=O)[nH]c1=O	3	3	-11	1.3	1	7	-10	-3	-3
CC1(C)CC(=O)C2=C(C1)Nc1ccccc1NC2c1nc2ccccc2[nH]1 (stereo not drawn)	1	1	-8	0.0	1	-5	14	-6	-6
Cc1ccc(NC(=O)CCCC(=O)O)c(Br)c1	-10	-5	12	1.3	4	-4	11	-5	-13
CC(=O)Nc1cncc(-c2ccccc2CO)n1	-11	0	nt	0.2	3	-3	13	-25	nt
CC1(C(=O)Nc2ccc3ccccc3c2)CCC(=O)N1C1CCN(Cc2ccccc2)CC1 (stereo not drawn)	-12	11	nt	1.6	2	-8	15	-6	nt
COc1ccc(CN2CCN(CCCc3ccccc3)C(CCO)C2)c(O)c1 (stereo not drawn)	-8	-17	-13	0.7	3	-8	19	-16	1
O=C(Nc1nccs1)c1cc(-c2ccncc2)nc2ccccc12	-2	5	-21	3.8	9	-6	9	23	-1
Cc1cc(C)cc(C(O)c2ncc(-c3ccc(Cl)cc3)[nH]2)c1 (stereo not drawn)	3	4	nt	2.1	12	10	-8	28	nt
COC(=O)c1cccc(NC(=O)c2cccnc2C(=O)O)c1C	3	-4	-4	0.6	13	-3	19	4	-10
Cc1cccc(N/C=C(\[N+](=O)[O-])S(=O)(=O)c2ccccc2)c1C	-4	1	-8	0.6	9	-7	17	9	0
O=C(NC(c1ccccc1)c1ccccc1)N1CCN(CCO)CC1	11	-24	-13	0.7	2	-13	5	6	-3
CCOC(=O)c1ccc(NC(=O)Nc2ncccc2C)cc1	-9	-12	-9	0.5	1	-1	18	7	-6

11 entries already listed, ordered by SMILES length, largest number first:
SMILES	CHRM1 antagonist	CHO-K1 Ca antag	CHO parental Ca	M1 ag parental	TAAR1 agonist	CHRM1 agonist	CHO-K1 Ca PAM	TAAR1 antagonist	OXTR potentiate
COc1cc(-c2ccc3oc(-c4cccc(C)c4)c(C#CC4(O)CCCCC4)c3c2)cc(OC)c1OC	2	8	-22	-0.3	0	1	-3	-7	-5
CCCn1c(N)c(C(=O)COC(=O)CCNS(=O)(=O)c2ccccc2F)c(=O)[nH]c1=O	3	3	-11	1.3	1	7	-10	-3	-3
CC(=O)NC(Cc1ccc(F)cc1)C(=O)NC1CCN(c2nnnn2-c2ccccc2)CC1 (stereo not drawn)	0	-2	-4	3.1	7	-4	4	-1	-3
CC1(C(=O)Nc2ccc3ccccc3c2)CCC(=O)N1C1CCN(Cc2ccccc2)CC1 (stereo not drawn)	-12	11	nt	1.6	2	-8	15	-6	nt
Cc1cccc(N/C=C(\[N+](=O)[O-])S(=O)(=O)c2ccccc2)c1C	-4	1	-8	0.6	9	-7	17	9	0
CC1(C)CC(=O)C2=C(C1)Nc1ccccc1NC2c1nc2ccccc2[nH]1 (stereo not drawn)	1	1	-8	0.0	1	-5	14	-6	-6
COc1ccc(CN2CCN(CCCc3ccccc3)C(CCO)C2)c(O)c1 (stereo not drawn)	-8	-17	-13	0.7	3	-8	19	-16	1
COC(=O)c1cccc(NC(=O)c2cccnc2C(=O)O)c1C	3	-4	-4	0.6	13	-3	19	4	-10
CCOC(=O)c1ccc(NC(=O)Nc2ncccc2C)cc1	-9	-12	-9	0.5	1	-1	18	7	-6
Cc1ccc(NC(=O)CCCC(=O)O)c(Br)c1	-10	-5	12	1.3	4	-4	11	-5	-13
CC(=O)Nc1cncc(-c2ccccc2CO)n1	-11	0	nt	0.2	3	-3	13	-25	nt

Next section
SMILES	CHRM1 antagonist	CHO-K1 Ca antag	CHO parental Ca	M1 ag parental	TAAR1 agonist	CHRM1 agonist	CHO-K1 Ca PAM	TAAR1 antagonist	OXTR potentiate
COc1ccc(S(=O)(=O)Nc2ccc(N(C)C(C)=O)cc2)cc1	0	12	4	0.1	3	-2	1	14	-4
C[C@H]1CN([C@@H](C)CO)C(=O)CCCn2cc(nn2)CO[C@@H]1CN(C)C(=O)Nc1ccc(C(F)(F)F)cc1	-8	-14	nt	0.4	1	-1	16	2	nt
Fc1ccc(CNCCC(Cc2ccccc2)c2ccco2)cc1 (stereo not drawn)	3	-17	-9	3.3	11	-3	16	-9	-12
C#CCOCCOCCOCCNc1nc(N2CCN(C(=O)[C@H]([C@@H](C)CC)n3cc(CCCCN)nn3)CC2)nc(N2CCN(C(=O)[C@H]([C@@H](C)CC)n3cc(CCCN=C(N)N)nn3)CC2)n1	-4	-12	-9	0.5	9	-9	15	9	1
CC1(C(=O)Nc2ccc(S(=O)(=O)Nc3ncccn3)cc2)CCCC1	-5	-8	-2	0.3	1	0	5	-8	-3
COc1ccc(-c2cnc(C(O)c3ccc(OC)c(F)c3)[nH]2)cc1 (stereo not drawn)	-17	-12	nt	0.2	1	0	15	1	nt
COc1ccccc1NC(=O)Nc1cccc(C(=O)O)c1	-2	1	-3	-0.1	2	-4	16	11	-8
COc1ccc(-n2nc3c(c2NC(=O)C2CCCC2)CS(=O)C3)cc1 (stereo not drawn)	-4	-6	4	0.4	3	-3	11	-10	-4
CCOc1cccc(NC(=O)C(Cc2cccs2)c2nn[nH]n2)c1 (stereo not drawn)	12	27*	-5	-0.1	2	-4	-9	10	4
Cc1ccc(-c2onc3ccc(Cl)cc23)cc1	0	-10	-6	1.4	-1	-6	25	-23	-6
CC(C)(C)C(=O)NC(=S)Nc1ccccc1C(N)=O	-6	-8	2	0.2	1	-4	15	20	4
CCNC(=O)C1CCCN(C(=O)c2ccc(C(F)(F)F)cc2)CC1 (stereo not drawn)	-9	-6	nt	0.2	3	-2	10	-9	nt
COc1ccc(-c2cc(C(=O)N(C)Cc3ccccc3)no2)cc1OC	4	-10	-1	0.5	nt	-4	22	nt	-7
O=C(CCc1nnc2ccc(N3CCCC3)nn12)Nc1ccc(F)cc1F	2	3	-9	0.2	2	-2	0	-23	0
O=C(Nc1cccc(F)c1)Nc1cccc(Cl)c1	43*	30*	34	16*	9	3	-9	-14	-25
O=C1/C(=C/c2cccnc2)SC(=S)N1c1ccccc1	-1	-1	-9	0.9	0	-6	16	-8	-4
O=C(O)COCC(=O)N1CCCN(c2nccc(C(F)(F)F)n2)CC1	1	-9	-7	0.5	nt	-6	14	nt	-11
COc1ccc(C2=NN(C(=O)CSc3nnc(C)n3C)C(c3ccco3)C2)cc1 (stereo not drawn)	0	-3	-6	-0.5	6	-5	-3	-9	3
CCOC(=O)CNC(=O)C12CC3CC(CC(C3)C1)C2	-6	-8	-2	0.7	0	-9	11	5	-5
Cc1cc(=O)nc2c3ccccc3n(CC(=O)NCCC3=CCCCC3)n12	-7	-7	-24	0.2	-3	-3	12	2	-7
CC(C)CC(=O)N1CCC(N2CCN(c3ccccc3)CC2)CC1	-22	-4	-8	0.5	6	-6	17	1	-5
COC(=O)[C@H](Cc1ccccc1)NC(=O)NCCc1ccc(F)cc1	-5	-2	4	1.2	4	-3	8	-2	-9
NC(=O)c1nn(-c2ccc(Cl)cc2Cl)c(=O)cc1O	-10	-1	4	0.0	10	-2	9	-9	0
O=C(O)c1ccc(CNC(=O)c2ccc(S(=O)(=O)N3CCCC3)cc2)cc1	-13	-10	nt	-0.2	1	-4	17	-17	nt
COC(=O)c1ccc(Cn2nc(C)c(Br)c2C)cc1	2	-6	-35	-0.1	1	-5	10	4	-1
CN(CC(=O)O)S(=O)(=O)c1cc(Cl)ccc1Cl	6	-10	-6	0.6	12	0	8	5	-3
Cc1cccc(NC(=O)CN2CCN(C(=O)c3oc4c(Cl)cccc4c3C)CC2)c1C	-2	-18	-20	1.2	3	-4	15	9	-4
CC1CCC(C(O)(C(=O)O)C2CCCCC2)CC1C (stereo not drawn)	-14	-11	nt	0.1	5	-5	9	-13	nt
